CHT block – human CHT choline transport inhibition; B-score at 10 µM; Q9GZV3; hit rate 0.86% among 310,000; CHT-expressing cells, membrane potential dye, choline response; hits give low values; AID 488975;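 active = B-score over 3 SD under the library average, and starting fluorescence ratio not unusually high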;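 note: choline stimulus applied at its EC90 after an EC20 pre-addition; B-score computed on integrated fluorescence ratio after choline addition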
Target sequence (Q9GZV3 whole entry, looked up): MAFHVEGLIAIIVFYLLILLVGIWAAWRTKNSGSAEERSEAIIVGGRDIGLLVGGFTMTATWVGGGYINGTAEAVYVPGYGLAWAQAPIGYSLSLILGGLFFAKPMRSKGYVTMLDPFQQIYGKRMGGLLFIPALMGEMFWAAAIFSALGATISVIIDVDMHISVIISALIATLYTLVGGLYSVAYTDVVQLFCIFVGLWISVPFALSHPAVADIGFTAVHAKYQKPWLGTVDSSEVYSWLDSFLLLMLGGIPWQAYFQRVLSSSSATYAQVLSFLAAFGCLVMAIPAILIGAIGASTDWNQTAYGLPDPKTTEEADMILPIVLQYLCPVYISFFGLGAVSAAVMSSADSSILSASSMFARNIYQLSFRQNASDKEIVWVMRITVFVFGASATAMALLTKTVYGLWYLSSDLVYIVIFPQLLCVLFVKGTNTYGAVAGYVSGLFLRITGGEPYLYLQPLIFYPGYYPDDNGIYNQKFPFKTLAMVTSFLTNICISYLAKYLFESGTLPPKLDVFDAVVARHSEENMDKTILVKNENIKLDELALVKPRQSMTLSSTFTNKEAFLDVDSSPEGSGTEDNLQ
KCNQ2 inh – KCNQ2 potassium channel inhibitors, primary screen, cell-based, CHO-K1, FluxOR thallium flux, B-score (AID 2156); B-score at 10 µM; O88943; hit rate 1.1% among 310,000; 20 min; hits give low values;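 active = fluorescence ratio B-score at most minus 3 library SDs, with starting brightness B-score within 2 library SDs, cut at about -5.5 in these data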
Kir21 block – inhibitors of mouse Kir2.1 inward-rectifier potassium channel. AID 1672. HEK293-Kir2.1, FluxOR thallium flux fluorescence; hits give low values. B-score at 10 µM. P35561. hit rate 0.85% among 310,000;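 active = fluorescence ratio B-score at or below minus 3 SD of library scores, with starting-brightness B-score within 2 SD, cut at about -4.2 in these data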;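 note: channel flux triggered by added potassium and thallium sulfate stimulus; B-score of peak minus minimum fluorescence over baseline after thallium stimulus; more negative B-score means stronger Kir2.1 block with less thallium influx; some compounds called inactive have numbers as strong as hits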
Target sequence (P35561 whole entry, looked up): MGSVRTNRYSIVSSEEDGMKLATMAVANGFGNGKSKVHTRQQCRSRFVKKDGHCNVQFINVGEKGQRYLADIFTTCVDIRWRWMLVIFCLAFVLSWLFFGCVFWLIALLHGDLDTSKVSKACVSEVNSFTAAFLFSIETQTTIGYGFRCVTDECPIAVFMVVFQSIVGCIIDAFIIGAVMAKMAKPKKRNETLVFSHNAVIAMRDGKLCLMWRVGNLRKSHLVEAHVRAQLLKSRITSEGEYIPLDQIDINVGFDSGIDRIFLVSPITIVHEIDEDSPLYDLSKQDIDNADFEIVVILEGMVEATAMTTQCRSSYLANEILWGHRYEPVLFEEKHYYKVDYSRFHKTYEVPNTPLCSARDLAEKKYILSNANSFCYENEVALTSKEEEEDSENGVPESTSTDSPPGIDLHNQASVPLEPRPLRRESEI
An asterisk follows results filed as active; i = inactive; / = not tested or not shown.

SMILES	CHT block	KCNQ2 inh	Kir21 block
CCOC(=O)Nc1c(C(=O)OC)[nH]c2cc(OC)ccc12	i	i	-0.32
Cc1cc(C(=O)CSc2nnc(-c3ccc(F)cc3)o2)c(C)n1CC1COc2ccccc2O1 (stereo unspecified)	i	i	1.62
c1csc(-c2nnc(-c3ccc(N4CCOCC4)cc3)o2)c1	i	i	-1.04
Cc1c(C)c2ccc(Oc3ccc([N+](=O)[O-])cc3C(F)(F)F)c(C)c2oc1=O	i	i	0.54
O=C(COC(=O)c1cc[n+]([O-])cc1)Nc1ccc(Cl)cc1C(F)(F)F	i	i	1.12
Cc1cc(OCCN2CCOCC2)nc2ccccc12	i	i	-0.11
O=C(CN(Cc1ccccc1Cl)C(=O)CCC(=O)Nc1nccs1)NCC1CCCO1 (stereo unspecified)	i	i	0.14
COc1cc(-c2nc3oc4ccccc4c(=O)c3c(=O)n2Cc2ccco2)cc(OC)c1OC	i	i	0.04
Cc1ccc(CNC(=O)C2CCCN(S(=O)(=O)c3c(C)n[nH]c3C)C2)cc1 (stereo unspecified)	i	i	0.89
Cc1cccc(S(=O)(=O)c2c(N)n(Cc3ccco3)c3nc4ccccc4nc23)c1	i	i	0.03
CCOC(=O)c1ccc(NC(=O)CCNS(=O)(=O)c2cccs2)cc1	i	i	0.79
Cc1ccc(-n2cccn2)c(CN2CCCC(C(=O)c3sccc3C)C2)c1 (stereo unspecified)	i	i	-4.48*
CSc1ccc(CNC(=O)CCn2ccc3cc(S(=O)(=O)N4CCCC4)ccc32)cc1	i	i	-0.84
O=C(/C=C\NCC(=O)c1ccccc1)c1ccc(F)cc1	i	i	-0.74
CCOc1ccc2nc(N3CCCC(C(=O)NCCCN4CC(C)CC(C)C4)C3)sc2c1 (stereo unspecified)	i	i	-2.12
CCOCCn1c(SCc2ccc(C)cc2)nc2c1c(=O)[nH]c(=O)n2C	i	i	-2.93
O=C(CN1CCC(n2nnc3cc(F)ccc32)CC1)NCc1ccco1	i	i	0.83
COc1ccc(NC(=O)c2sc3nc(N4CCOCC4)c4c(c3c2N)CCCC4)c(OC)c1	i	i	-1.33
CCc1c(C)nc2ncnn2c1N1CCC(C(=O)NCc2ccc3c(c2)OCO3)CC1	i	i	-0.36
CCN(CC)C(=O)COC(=O)c1cc(-c2ccc(OC)cc2)nc2ccccc12	i	i	-0.19
Cc1scc(C(=O)N2CCN(c3ccc(Cl)cc3)CC2)c1C	i	i	-1
Cc1cc(C)n(C(=O)c2ccc([N+](=O)[O-])c(Cl)c2)n1	i	i	-1.9
COc1cc2[nH]c(=O)n(CCCCCC(=O)NC3CCCC3)c(=O)c2cc1OC	i	i	-0.06
Cc1cc(F)ccc1NC(=S)NCCc1ccccc1	i	i	-2.11
Cc1ccc(NC(=O)CCC(=O)Nc2ccc(C)cc2)cc1	i	i	0.02
CCn1c(SCC(=O)NC2=NCCS2)nnc1C(C)NC(=O)c1ccc(Cl)cc1 (stereo unspecified)	i	i	0.93
O=C(NCC1(c2ccccc2)CCCC1)c1ccccc1Br	i	i	-5.3*
Cc1ccc2c(c1)N(C(=O)CCC(=O)N1CCCCC1)CCO2	i	i	1.17
O=C(CN1CCCCCC1)Nc1ccc([N+](=O)[O-])cc1Br	i	i	-1.21
OCCN1CCOCCN(CCO)CCOCC1	i	i	-0.01
Cc1ccn2c(=O)nc(SCC(=O)NCCc3ccccc3)nc2c1	i	i	-0.59
CC(=O)CSc1nnc(-c2ccc(S(=O)(=O)N3CCC(C)CC3)cc2)o1	i	i	-1.84
CCCC(=O)Oc1ccc(C2NC(=O)c3ccccc3O2)cc1 (stereo unspecified)	i	i	-0.05
C=CCNC(=S)Nc1ccccc1	i	i	1.57
COc1ccc(NC(=S)N2CCN(C(=O)C3CCCO3)CC2)cc1 (stereo unspecified)	i	i	-0.88
NNc1nc(-c2ccccc2)cc(-c2ccccc2O)n1	i	i	0.02
Cc1ccccc1C(=O)NNC(=O)C(=O)N1CCCCC1	i	i	-0.45
CS(=O)(=O)N(Cc1ccccc1F)c1ccccc1	i	i	-1.53
CCN(CC)c1ccc(C=Nc2ccc(C#N)cc2)c(O)c1	i	i	-0.26
CCOC(=O)Cc1csc(NC(=S)NC(=O)c2ccc(C)cc2)n1	i	i	-1.41
COc1ccc(Cc2nnc(Nc3ccc4c(c3)OCCO4)[nH]c2=O)cc1	i	i	2.94
O=C1OCC2=C1C(c1ccc3c(c1)OCO3)Sc1ccccc1N2 (stereo unspecified)	i	i	0.14
O=C(NC1CC1)c1cc(-c2ccccn2)nc2ccccc12	i	i	0.31
CCOC(=O)c1ccc(Nc2cnc3ccccc3n2)cc1	i	i	-0.91
CCOC(=O)CN1c2ccccc2NC(=O)CC1C (stereo unspecified)	i	i	0.27
CCCN1CCN(CCCNC(=O)C2CCCN(c3nc4ccc(OCC)cc4s3)C2)CC1 (stereo unspecified)	i	i	-0.03
Cc1nn2c(C(F)(F)F)cc(-c3ccc(Cl)cc3)nc2c1C(=O)N1CCOCC1	i	i	1.21
Cc1ccc(-n2ncc3c(SCC(N)=O)ncnc32)cc1C	/	i	0.57
CCOC(=O)c1cc(-c2ccccc2)sc1NC(=O)C(C)OC(=O)c1cccnc1OCC (stereo unspecified)	i	i	-1.47
O=C(Nc1cccc(C(=O)N2CCCCC2)c1)c1ccc(Cl)cc1	i	i	1.69

Reformatted with the structure last: entries from further up
CHT block	KCNQ2 inh	Kir21 block	Molecule
i	i	2.94	COc1ccc(Cc2nnc(Nc3ccc4c(c3)OCCO4)[nH]c2=O)cc1
i	i	0.14	O=C1OCC2=C1C(c1ccc3c(c1)OCO3)Sc1ccccc1N2 (stereo unspecified)
i	i	0.31	O=C(NC1CC1)c1cc(-c2ccccn2)nc2ccccc12
i	i	-0.91	CCOC(=O)c1ccc(Nc2cnc3ccccc3n2)cc1
i	i	0.27	CCOC(=O)CN1c2ccccc2NC(=O)CC1C (stereo unspecified)

Next part
SMILES	CHT block	KCNQ2 inh	Kir21 block
CCNc1nc(SCC(=O)Nc2ccc(Cl)c(Cl)c2)nc(N(C)C)n1	i	i	-0.04
O=C(CSc1nc2ccccc2[nH]1)N/N=C/C=C/c1ccccc1[N+](=O)[O-]	i	i	-0.67
C=CCn1c(SCc2c(F)c(F)c(F)c(F)c2F)nc(O)cc1=O	i	i	1.13
CCOC(=O)c1cc(NC(=O)c2ccoc2C)cc(C(=O)OCC)c1	-6.11*	i	1.73
CCOc1ccc(OCc2cccc(C(=O)N/N=C/c3cccnc3)c2)cc1	i	i	-0.24
O=C1CC(N2CCN(S(=O)(=O)c3cccc(C(F)(F)F)c3)CC2)C(=O)N1Cc1ccccc1 (stereo unspecified)	i	i	-0.1
COc1ccccc1/C=C1\S/C(=N/NC(=O)c2cccc(Br)c2)NC1=O	i	i	-1.1
COCCNC(=O)c1c[nH]c2ccc(S(=O)(=O)N3CCc4ccccc43)cc2c1=O	i	i	1.28
CCOCCCn1cnc2c(c1=O)c1nc3ccccc3nc1n2-c1ccc(C)cc1	i	i	-0.56
CCN1CCCC1CNS(=O)(=O)c1ccc(C(=O)Nc2ccccc2)cc1 (stereo unspecified)	i	i	0.33
Cc1ccc(-n2cccc2/C=C2/NC(=O)N(CC(=O)Nc3cccc(C)c3)C2=O)cc1	i	i	-0.26
CCOC(=O)CSc1nnc(CNC(=O)c2ccco2)n1C	i	i	0.35
CN1CCN(c2ccc(NC(=O)c3ccc(-c4cccc([N+](=O)[O-])c4)o3)cc2)CC1	i	i	0.01
Oc1ccccc1OCC(O)c1ccccc1 (stereo unspecified)	i	i	2.02
CCC(=O)N1c2ccccc2C(N(C(C)=O)c2ccccc2)CC1C (stereo unspecified)	i	i	-0.59
COCCCN1C(=O)CS/C1=N\S(=O)(=O)c1ccccc1	i	i	-0.49
S=C(c1ccc(-c2ccc(Cl)cc2Cl)o1)N1CCCCC1	i	i	0.07
O=C1c2ccccc2C(=O)N1CCc1csc(NNc2nc(CCN3C(=O)c4ccccc4C3=O)cs2)n1	i	i	0.97
O=C(COC(=O)c1ccc(O)cc1)Nc1ccccc1[N+](=O)[O-]	i	i	-0.04
Cc1ccc(CCCOC(=O)C[N+]2(C)CCOCC2)cc1	i	i	1
CC(C)Cn1cnc2c1c(=O)n(CC(=O)N(C)C)c(=O)n2Cc1ccccc1	i	i	-0.98
Cc1c(C(=O)N2CCCCC2)c(S(=O)(=O)N2c3ccccc3CC2C)c(C)n1C (stereo unspecified)	i	i	-0.3
CCc1nc(C)ccc1OCC(=O)O	i	i	1.81
O=S(=O)(c1ccc2ccccc2c1)N1CCCCCC1	i	i	-0.62
COC(=O)c1onc(-c2c(OC)cc(OC)cc2OC)c1C(=O)OC	i	i	-0.01

(list continues)
structure,CHT block,KCNQ2 inh,Kir21 block
Cc1ccc2nc(N/C(=N/S(=O)(=O)c3cccs3)c3ccccc3Cl)sc2c1,i,i,0.18
Cc1nc(NC(=O)/C=C/c2ccccc2)n[nH]1,i,i,0.38
CCCOc1ccc(-c2nc(C#N)c(N3CCc4ccccc4C3)o2)cc1,i,i,0.05
CC(C)C(NC(=O)c1c(F)cccc1F)C(=O)N1CCN(c2ccccc2F)CC1 (stereo unspecified),i,i,0.41
COc1ccc(C(=O)Nc2ccc(C)cc2C(=O)c2ccccc2)cc1,i,i,0.25
CC1=C(C(=O)Nc2ccccc2)C(c2ccc(C)o2)n2c(s/c(=C\c3ccco3)c2=O)=N1 (stereo unspecified),/,i,1.84
CCCCOC(=O)n1c(SCC(=O)N(CC)CC)nc2ccccc21,-5.2*,i,1.05
Fc1cc2nccnc2cc1N1CCSCC1,i,i,1.28
CC(=O)N/C(=C\c1ccccc1)C(=O)OCC(=O)NC(=O)c1ccccc1,i,i,0.72
COc1ccc(OC)c(CNC(=O)c2coc(=O)c3ccccc23)c1,i,i,-0.09
O=C(Cc1ccccn1)c1ccc(F)cc1,i,i,0.43
O=C(O)C1=C[C@@H](c2coc3ccccc3c2=O)C[C@@H](OCc2ccc(CO)cc2)O1,i,i,-0.71
Cc1[nH]c(=S)[nH]c(=O)c1CCC1OCCO1,i,i,0.12
CC1(c2ccc(Cl)cc2)NC(=O)N(CC(=O)N2CCN(S(=O)(=O)c3ccccc3)CC2)C1=O (stereo unspecified),i,i,0.67
O=C(CN(c1ccccc1)S(=O)(=O)c1ccccc1)NCCSc1nc2ccccc2s1,i,i,0.99
CCN(CC)S(=O)(=O)c1ccc(/C=C/C(=O)NC2CCCCC2)cc1,-7.05*,i,1.6
CCOC(=O)C1=C(C)N=c2s/c(=C/c3ccc(OCC(=O)O)cc3)c(=O)n2C1c1ccc(SC)cc1 (stereo unspecified),i,i,0.75
COC(=O)C1=C(CSCc2ccccc2)NC(=O)NC1c1cc(C)ccc1C (stereo unspecified),i,i,-0.06
CNc1nnc(CSc2nc(C)cc(C)n2)s1,i,i,1.23
Cc1ccc(NC(=S)NN(C)c2nc(C)cnc2C)cc1,i,i,2.77
CCOc1cc(/C=N/Nc2nc(-c3cccs3)c(NC(C)=O)s2)ccc1O,i,i,0.53
CCO[C@H]1OC(C(=O)NCc2nc3ccccc3[nH]2)=C[C@@H](c2ccc(C(F)(F)F)cc2)[C@@H]1CCCO,i,i,-1.43
Cc1ccc(Nc2ncc3c(n2)CC(C)CC3=O)c(C)c1 (stereo unspecified),i,i,-0.05
COc1cc(C2SC(C)C(=O)N2CCc2ccccc2)cc(OC)c1OC (stereo unspecified),i,i,0.74
Cc1cccnc1NC(=O)C1CC(=O)N(c2ccc3c(c2)OCCO3)C1 (stereo unspecified),i,i,-0.7
O=C(NNC1=Nc2ccccc2SC1)c1cccc([N+](=O)[O-])c1,i,i,-2.7
Cc1ccc(NS(=O)(=O)c2ccc(-n3cccn3)cc2)cc1C,i,i,-0.77
COC(=O)c1c(NC(=O)CS(=O)(=O)c2ccccc2)sc(C)c1C,i,i,-0.04
O=C(Nc1ccccc1N1CCCC1)C1CCN(S(=O)(=O)c2ccccc2C(F)(F)F)CC1,i,i,1.63
O=C(COc1ccccc1)NC1CCCN(Cc2ccccc2F)C1 (stereo unspecified),i,i,-0.25

An excerpt of these results, as labelled records:
CC(C)C(NC(=O)c1c(F)cccc1F)C(=O)N1CCN(c2ccccc2F)CC1 (stereo unspecified)
  CHT block: i
  KCNQ2 inh: i
  Kir21 block: 0.41
COc1ccc(C(=O)Nc2ccc(C)cc2C(=O)c2ccccc2)cc1
  CHT block: i
  KCNQ2 inh: i
  Kir21 block: 0.25

The results go on:
structure,CHT block,KCNQ2 inh,Kir21 block
CC1Oc2ccccc2N(CC(=O)c2ccc(F)cc2)C1=O (stereo unspecified),i,i,0.01
COC(=O)[C@H](Cc1ccccc1)NC(=O)N1CCCCC1,i,i,1.25
O=C1CN(C(=O)COc2ccc(Cl)cc2Cl)c2ccccc2N1,i,i,-0.19
Cc1c(C)c2ccc(OCC(=O)Nc3nccs3)cc2oc1=O,i,i,0.07
O=C(Nc1ccc(Br)cc1)C(c1ccccc1)c1ccccc1,i,i,1.96
O=C(CCCN1CCC(NC(=O)c2ccccc2)CC1)c1ccc(Cl)cc1,i,i,-2.59
CC(O)c1cccc(NC(=O)CCCc2ccccc2)c1 (stereo unspecified),i,i,0.99

Compound activity (PubChem)
